# Compound activity as filed in PubChem BioAssay.
# 14-3-3g Raf = alters human 14-3-3 gamma binding to Raf peptide; inhibition, % at 40 µM; P61981; FP, 14-3-3gamma / TMR-pS259-Raf peptide binding; 0.19% of 160,000 active; in the data active = inhibition above about 30%;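 also: 0% = protein plus tracer without compound and 100% = blank with tracer alone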
# Target sequence (P61981 whole entry, looked up): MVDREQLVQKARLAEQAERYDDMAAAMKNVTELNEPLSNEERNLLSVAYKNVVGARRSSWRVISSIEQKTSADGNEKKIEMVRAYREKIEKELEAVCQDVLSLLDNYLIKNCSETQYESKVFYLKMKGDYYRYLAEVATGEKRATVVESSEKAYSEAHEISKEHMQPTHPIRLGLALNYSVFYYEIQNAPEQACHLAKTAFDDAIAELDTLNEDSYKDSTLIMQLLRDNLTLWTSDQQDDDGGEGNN
# * marks the source's active call; other numbers are inactive results; & = joins results of further samples. Only part of the results is shown; count on the stated rates, not on these rows.
SMILES,14-3-3g Raf
N#Cc1ccc(C2C3=C(CCCC3=O)Nc3nc(SCc4ccccc4)nn32)cc1 (centres undefined),7.7
Cc1nc2nc(SCC(=O)NC3CCCC3)nn2c(C)c1Cc1cccc(Cl)c1,-35.1
COc1ccc(NS(=O)(=O)c2ccc3c4c(cccc24)C(=O)N3)cc1,-10.4
CCOc1cc2c(cc1OCC)C1C(C(=O)NCCOC)c3ccccc3C(=O)N1CC2 (centres undefined),-11.8
NC(=O)C1CCN(C(=O)c2ccc3c(=O)n(C4CCCCC4)c(SCc4cccc(F)c4)nc3c2)CC1,-4.5
Cc1ccc(CN2C(=O)CCC2C(=O)NCCN2CCOCC2)cc1 (centres undefined),1.3
COC(=O)c1c[nH]n2c(=O)cc(C)nc12,3.8&1.3
CCc1sc(NS(C)(=O)=O)nc1-c1ccccc1,-0.5
CCOc1ccc2nc(-c3ccccc3)[nH]c2c1,-1.5
COc1ccccc1-c1csc(NC(=O)c2cccc(Oc3ccccc3)c2)n1,-17.8
CC1CCCCN1C(=O)CNC(=O)Cn1cnc2sc3c(c2c1=O)CCCC3 (centres undefined),-1.8
O=C(CN1C(=O)C2C3C=CC(C3)C2C1=O)N1CCN(C(c2ccccc2)c2ccc(Cl)cc2)CC1 (centres undefined),1.5
O=C1CC(c2ccc3c(c2)OCCO3)Oc2ccc(Br)cc21 (centres undefined),-20.0
COc1ccc(Nc2ncnc3c2cnn3-c2ccccc2)c(OC)c1,1.0
CC1CC(C)CN(CCCNC(=O)C2CC(=O)N(C3CCCCC3)C2)C1 (centres undefined),-0.6
COc1ccc2cc(C(=O)Nc3ccc(Cl)cc3)c(=Nc3ccc(C(=O)O)cc3)oc2c1,-13.9
COCCNC(=O)c1ccccc1NC(=O)CN(c1ccc2c(c1)OCO2)S(C)(=O)=O,3.5
O=C(NCCN1CCOCC1)c1ccccc1-c1ccccc1,3.6
CC(O)Cc1n[nH]c(=S)n1-c1ccccc1 (centres undefined),0.3
CCCCc1c(C)nc2c(OC)cccc2c1SCCC(=O)O,2.0
COc1cc(-c2nnc(-c3ccncc3)o2)ccc1OCc1ccccc1,-6.6
O=C(Nc1ccccc1)NC1(C(=O)NCc2ccc3c(c2)OCO3)CCCCC1,-7.0
Cc1cc(NC(=O)c2cnn3c(C(F)F)cc(C4CC4)nc23)no1,1.8
N#Cc1c(NC(NC(=O)c2cccs2)(C(F)(F)F)C(F)(F)F)sc2c1CCCC2,3.3
COc1cc(C(=O)Nc2nnc(CC(=O)N3CCOCC3)s2)cc(OC)c1OC,3.7

# 5 entries out of the list, sorted by count of non-hydrogen atoms, low to high.
SMILES,14-3-3g Raf
CCOc1ccc2nc(-c3ccccc3)[nH]c2c1,-1.5
Cc1ccc(CN2C(=O)CCC2C(=O)NCCN2CCOCC2)cc1 (centres undefined),1.3
COc1ccc(Nc2ncnc3c2cnn3-c2ccccc2)c(OC)c1,1.0
COc1cc(-c2nnc(-c3ccncc3)o2)ccc1OCc1ccccc1,-6.6
CCOc1cc2c(cc1OCC)C1C(C(=O)NCCOC)c3ccccc3C(=O)N1CC2 (centres undefined),-11.8

# Reformatted: entries from further up
SMILES	14-3-3g Raf
COCCNC(=O)c1ccccc1NC(=O)CN(c1ccc2c(c1)OCO2)S(C)(=O)=O	3.5
O=C(NCCN1CCOCC1)c1ccccc1-c1ccccc1	3.6
CC(O)Cc1n[nH]c(=S)n1-c1ccccc1 (centres undefined)	0.3
CCCCc1c(C)nc2c(OC)cccc2c1SCCC(=O)O	2.0
COc1cc(-c2nnc(-c3ccncc3)o2)ccc1OCc1ccccc1	-6.6
O=C(Nc1ccccc1)NC1(C(=O)NCc2ccc3c(c2)OCO3)CCCCC1	-7.0

# Additional structures.
SMILES,14-3-3g Raf
O=C(O)CSc1sc(=S)sc1SCC(=O)O,3.0&-7.4
CCS(=O)(=O)N1CCC(C(=O)NCCN2CCN(Cc3ccccc3)CC2)CC1,-7.3&-1.4
CCOc1ccc(Oc2cc(Nc3ncnc4ccccc34)cc([N+](=O)[O-])c2)cc1,-0.9
COc1ccccc1N1CCN(C2CCN(Cc3ccc(Br)cc3)CC2)CC1,-1.8
CC(C)CCn1c(SCCc2ccccc2)nc2c1c(=O)[nH]c(=O)n2C,1.7
CC1Cc2ccccc2N1C(=O)Cn1c(=O)oc2cc(S(=O)(=O)N3CCCCC3)ccc21 (centres undefined),-77.2
O=C1CC(SCc2ccccc2)C(=O)N1c1ccc(Br)cc1 (centres undefined),-81.3
O=C(NC1CCCCCC1)c1ccc(Cn2c(=S)[nH]c3ccccc3c2=O)cc1,-3.7
CCOC(=O)c1c(N)n(CCCN(C)C)c2nc3ccccc3nc12,-28.0
COC(=O)Cc1nc(Nc2cc(Oc3ccccc3)cc([N+](=O)[O-])c2)c2c(C)c(C)sc2n1,2.4
Cc1cccc(-n2nnc(C(=O)N3CCc4ccccc4C3)c2N)c1,0.0
CCn1c(Oc2ccc(Oc3ncc(Cl)cc3Cl)cc2)nc2c1c(=O)n(C)c(=O)n2C,2.3
O=C1CSC(c2cn(-c3ccccc3)nc2-c2cc3ccccc3oc2=O)N1Cc1ccccc1 (centres undefined),-6.3
O=c1c2cn[nH]c2nc(SCc2cccc(F)c2)n1-c1ccc(Cl)cc1,-8.7
COc1cccc(NS(=O)(=O)c2ccc3[nH]cc(C(=O)NCCN4CCOCC4)c(=O)c3c2)c1,9.5
O=C(O)CCc1nc(-c2ccc(Cl)cc2)no1,-1.4
COC(=O)c1ccc2c(c1)C(=O)N(c1cc(C(F)(F)F)ccc1Cl)C2=O,-2.6
CCN(c1ccccc1)S(=O)(=O)c1ccc(F)c(C(=O)Nc2cc(C)ccc2OC)c1,-54.9
Cc1ccccc1N=Cc1c(Nc2ccccc2C)nc2c(C)cccn2c1=O,-6.1
O=S(=O)(NCc1cccs1)c1cccc(S(=O)(=O)N2CCCCC2)c1,-5.5
CN(C(=O)c1ccc(=O)[nH]c1)C1(C(=O)NC2CCCC2)CCCCC1,-7.7
Cc1ccc(C)c(NC(=O)CN(c2c(C)cccc2C)S(C)(=O)=O)c1,4.2
O=C(O)CSc1nc2sc3c(c2c(=O)[nH]1)CCCC3,14.8
CN1CCc2c(sc3c2C(=O)NC(c2ccc(-c4cccc(Cl)c4)o2)N3)C1 (centres undefined),-1.6
Cc1cccc(C(=O)N2N=C(c3cccc([N+](=O)[O-])c3)CC2(O)C(F)(F)F)c1 (centres undefined),-2.6
# More entries.
SMILES,14-3-3g Raf
O=C(O)c1ccc2c3c(cccc13)C(=O)N(c1ccc(Cl)cc1)C2=O,-8.0
Cc1oc(-c2ccc(Cl)cc2)nc1CN1CCC(C(=O)N2CCN(Cc3ccccc3)CC2)CC1,-2.7
CCOC(=O)CSc1nc2ccccc2c(=O)n1CCc1ccccc1,-4.0
COc1ccc(C=C2OC(=O)c3c2cc(C)[nH]c3=O)cc1,-10.4
NC(=O)c1ccc(Nc2ccc3nonc3c2[N+](=O)[O-])cc1,-9.0
CCCOC(=O)COc1ccc2c(=O)c(Oc3ccccc3Br)coc2c1,-81.0
CC(C)n1c(SCC(=O)N2CCCC2)nc2c1c(=O)n(C)c(=O)n2C,0.2
CCc1c(C)sc(NC(=O)CC#N)c1C#N,-92.2
COc1cccc(C(=O)Nc2ncc3c(n2)CC(C)(C)CC3=O)c1,-4.4
O=C(Nc1ccc2oc(-c3ccncc3)nc2c1)c1cccc(OCc2ccccc2)c1,-42.4
CCC(C)NC(=O)c1ccc2c(c1)N(Cc1ccccc1F)C(=O)c1ccccc1S2 (centres undefined),-6.3
CC(=O)Nc1nnc(SCc2ccccc2F)s1,-2.3
CCOC(=O)Cc1nnc(NC(=O)c2ccccc2Br)s1,-19.9
CCc1ccc(C2C(C(=O)OC)=C(C)NC(C)=C2C(=O)OC)cc1,-4.3
CC(C)N1C(=O)c2ccccc2C1C(=O)NC1CCCCCC1 (centres undefined),-7.0&-8.6
COc1ccc(C(c2nnnn2Cc2ccccc2)N2CCN(c3ccccc3)CC2)cc1 (centres undefined),4.6
Cc1occc1-c1nnc(SCC(=O)Nc2ccccc2)n1CCc1ccccc1,4.9
Cc1nc2cc(CO)ccc2n1C,-1.1
CCn1c(SCC(=O)NC2CCCCC2)nnc1-c1cccs1,-3.5
CN(c1ccccc1)S(=O)(=O)c1ccc(C(=O)N=c2sc3cccc(Cl)c3n2C)cc1,-3.1
CCCS(=O)(=O)N1CCC(C(=O)N2CCN(C(=O)OCC)CC2)CC1,-11.0
CCCCOC(=O)c1ccc(NC(=O)c2cc3c(=O)n4cccc(C)c4nc3s2)cc1,-313.3
O=S(=O)(c1ccccc1)N1CCN(Cc2ccccc2C(F)(F)F)CC1,-9.9
CCSc1nc(O)c(C2OC(=O)c3c2ccc(OC)c3OC)c(=O)n1CC (centres undefined),1.8
Cc1cc(C)n(-c2nc3c(c(=O)[nH]c(=O)n3C)n2CC(O)c2ccccc2)n1 (centres undefined),-1.3
# Going on with the list.
SMILES,14-3-3g Raf
O=C(CCS(=O)(=O)c1ccc(Cl)cc1)NC1CCCC1,-6.8
CC1CCCC(NC(=O)Cn2cc3c(n2)CCCCC3)C1C (centres undefined),0.5
COc1ccc(NS(=O)(=O)c2cc(-c3n[nH]c(=O)c4ccccc34)ccc2C)cc1,0.5
CC(=O)Nc1ccc(S(=O)(=O)N2CCN(CCCOc3cc(C)ccc3C)CC2)cc1,-4.9
CCOC(=O)c1nc(Nc2ccc(C(F)(F)F)cc2)c2ccccc2n1,-125.3
COc1cc(OC)cc(C(=O)N2CCN(Cc3ccccc3[N+](=O)[O-])CC2)c1,4.0
CC/C(=N\O)c1ccc(O)c(OC)c1,0.0
COc1cc2c(cc1OC)CN(C(=O)c1cccs1)CC2,-1.1
COC(=O)c1[nH]nc2c1C(=O)N(C1CCCCC1)C2=O,-8.4
CC1CC(C)CN(CCCNC(=O)COc2cc(=O)n(C)c3ccccc23)C1 (centres undefined),-3.0
Cc1cc(C(=O)Nc2cc(C)n(Cc3ccc(Cl)cc3)n2)no1,-8.9
CC(C)c1ccc(OCC(=O)NC2CC(C)(C)NC(C)(C)C2)c(Br)c1,6.3
CCn1c(=S)[nH]c2ccccc2c1=O,10.4
CCOCCCNC(=O)c1cc(Nc2ccc(C)cc2C)nc2ccccc12,1.5
CCOc1cc2[nH]c(=S)n(C(C)C)c(=O)c2cc1OCC,-4.5
O=C1c2cccnc2C(=O)N1CCc1ccccc1,-8.6
CC1(C)NC(=O)N(CC(O)CN(c2cccc3ccccc23)S(=O)(=O)c2ccccc2)C1=O (centres undefined),-3.5
COCCN1C(=O)c2ccccc2C(C(=O)NCC2CCCO2)C1c1c[nH]c2ccccc12 (centres undefined),-0.8&1.2
COc1ccc(CNC(=O)C2CCN(S(=O)(=O)c3c(C)noc3C)CC2)cc1,-1.4
Cc1ccc2nsnc2c1S(=O)(=O)Nc1ccccc1C(=O)O,-18.4
CCOc1ccc(S(=O)(=O)N(CC(=O)N2CCCCC2)c2ccccc2)cc1,1.1
O=S(=O)(c1cc(Cl)ccc1Br)N1CCOCC1,-0.1
OCCNCc1ccc(Cl)cc1,-6.6
COc1ccc(-c2nnn(CC(=O)c3c[nH]c4ccccc34)n2)cc1OC,-20.4
CS(=O)(=O)c1ccc(Cl)c(NC(=O)C2CC(=O)N(Cc3ccccc3)C2)c1 (centres undefined),-6.3
# Continuation:
SMILES,14-3-3g Raf
CCCn1c(=O)n(C)c(=O)c2c3oc(=O)c(NC(=O)c4ccc(F)cc4)cc3[nH]c21,-9.1
O=C(CSCC(=O)Nc1ccc2ccccc2c1)Nc1ccc([N+](=O)[O-])cc1,-2.7
CC(C)CCNC(=O)NC(=O)CSc1nnc(COc2ccccc2Cl)o1,1.3
COc1ccc(C(=O)N=c2sc3cc(S(C)(=O)=O)ccc3n2C)cc1,5.2
COc1ccc(-n2cc3c(=O)n(C)c(=O)n(C)c3c2)cc1,-1.6
COc1ccc(S(=O)(=O)N(CC(=O)NC2CCCC2)Cc2ccccc2)cc1,8.0
Cc1ccccc1NC(=O)CCS(=O)(=O)c1ccc(Br)cc1,-1.8
Cc1ccc(-n2c(C3CC3)n[nH]c2=S)c(C)c1,-13.0
COc1ccccc1NC(=O)c1sc2nc(-c3ccccc3)cn2c1C,3.0
CC12CC(NC(=O)N1c1cccc(Cl)c1)c1cc(Cl)ccc1O2 (centres undefined),1.8
CC(NC(=O)c1cc2c(=O)n3ccccc3nc2n(C(C)C)c1=N)c1ccccc1 (centres undefined),-7.6
CC1=C(C(=O)Nc2ccc(C)cc2C)C(c2cccc(Cl)c2)NC(=O)N1 (centres undefined),-6.1
COc1ccc(NC(=O)COc2ccccc2C#N)c(S(=O)(=O)N2CCCCC2)c1,-0.3
COc1ccccc1CN1CC(C(=O)NCCc2ccc(Cl)cc2)CC1=O (centres undefined),-7.0
O=C(Nc1ccc(Cl)c(-c2nc3ccccc3s2)c1)c1cccnc1,-35.8
CC(=O)NC(=O)c1cc2ccccc2oc1=Nc1ccccc1F,-4.2
N=c1oc2ccccc2cc1C(N)=O,-3.5
COc1ccccc1CNC(=O)C1CCN(S(=O)(=O)c2cccc3cccnc23)CC1,-3.0
CN(C)C(=O)C1C2NC(=S)N(c3cccc(Cl)c3)C1(C)Oc1ccc(Cl)cc12 (centres undefined),0.6
CCN(c1ccccc1)S(=O)(=O)c1ccc(F)c(C(=O)Nc2ccc(C(C)C)cc2)c1,5.8
O=C(Nc1cccc(Cl)c1)c1cc(S(=O)(=O)N2CCCC2)ccc1F,0.0
CC(C)Cc1nnc(NC(=O)CSc2nc(=O)cc(N)n2-c2ccccc2)s1,-10.9
COc1ccc(N2CC(C(=O)NCCC3=CCCCC3)CC2=O)cc1 (centres undefined),-2.8
Cc1cc(=O)n2nc(N3CCCC3C(=O)NCCCN3CCCCC3)sc2n1 (centres undefined),-2.0
CCN1CCN(C(=O)c2cc3cc4cc(OC)ccc4nc3s2)CC1,2.6&4.8
# The list continues:
SMILES,14-3-3g Raf
C=CCN(c1ccccc1)S(=O)(=O)c1ccc2c(c1)CC(C)N2C(C)=O (centres undefined),-7.0
COc1ccc(Cl)cc1Nc1nc(-c2sc(N)nc2C)cs1,-146.8
COc1ccccc1CC(=O)Nc1nc2ccc(S(C)(=O)=O)cc2s1,6.2
CCOc1ccc2nc(SC3CC(=O)N(c4ccccc4C(F)(F)F)C3=O)sc2c1 (centres undefined),-57.7
Cc1ccc(S(=O)(=O)NC(=NC(Cc2ccccc2)C(=O)O)c2ccccc2)cc1 (centres undefined),1.4
Oc1ccccc1/C=N/c1c(-c2ccco2)nc2ccccn12,-2.0
